Source: PubChem BioAssay (several laboratories)
PKA-R1A act: PKA-R1A complex activation; P00514+P68181; PKA-R1A dissociation, Cy5-IP20 fluorescence polarization; scaled: DMSO 0%, 113 µM cGMP 100%; activation, % at 11.4 µM; 340,000 tested, 0.083% active; AID 504707;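 active = percent activation above the mean of all tested compounds plus 3 SD, cut at about 19% in these data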;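 note: higher means more PKAc released from R1A so a rise in polarization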
AddAB inh: less growth of phage-infected E. coli with AddAB; E. coli expressing H. pylori AddAB, absorbance growth; inhibition, % at 11.9 µM; AID 435030; 330,000 tested, 0.29% active; in the data active = inhibition above about 12%;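 note: 0% = vehicle wells of infected cells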
MOR-DOR inv ag: inverse agonists of human mu-delta opioid receptor heterodimerization; P35372+P41143; inhibition, % at 9.3 µM; AID 504357; 340,000 tested, 0.21% active; cell-based MOR-DOR heterodimer luminescence, inverse agonism; in the data active = inhibition above about 22%, passing the limit was not always enough;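 note: 0% = cells with DMSO and 100% = wells without cells with DMSO; values of inactives mirror those of a sister screen read the other way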
E coli growth: bacterial growth inhibition, counter-screen for AddAB inhibitors; inhibition, % at 11.9 µM; 330,000 tested, 0.27% active; AID 449728; E. coli V3065 growth, OD600 absorbance, 18 h;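 active = inhibition above the campaign's mean inhibition across all tested compounds plus 3 SD, cut at about 9.9% in these data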;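 note: uninfected addAB+ strain grown without phage in ampicillin broth; 0% = DMSO wells and 100% = ciprofloxacin 0.95 µg/ml wells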
phage Ecoli inh: E. coli growth loss with phage present; 360,000 tested, 0.26% active; AID 651602; inhibition, % at 11.9 µM; growth absorbance; in the data active = inhibition above about 11%
Pemphigus Ab inh: inhibitors of pemphigus antibody binding to human desmoglein-3 | P32926 | DSG3-coupled beads, scFv-anti-DSG3-GFP binding, flow cytometry; active compounds read low | binding (percent of control), % at 10 µM | 310,000 tested, 0.48% active;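 active = binding more than 3 SD below its plate's average and above zero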;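 note: hits lower antibody fragment binding to DSG3; some compounds called inactive have numbers as strong as hits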
HTR5A ag ctr: HTR5A agonism, opioid heterodimer counter-screen; HTR5A agonist assay, luminescence, cell-based; activation, % at 9.3 µM; 340,000 tested, 0.61% active; AID 504692; in the data active = activation mostly above about 9.5%, no sharp cut-off; inactive = mostly below about 7.6%;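 note: 0% = cells with vehicle only and 100% = reference agonist; strong numbers were not always called active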
Target sequence (P47898 whole entry, looked up): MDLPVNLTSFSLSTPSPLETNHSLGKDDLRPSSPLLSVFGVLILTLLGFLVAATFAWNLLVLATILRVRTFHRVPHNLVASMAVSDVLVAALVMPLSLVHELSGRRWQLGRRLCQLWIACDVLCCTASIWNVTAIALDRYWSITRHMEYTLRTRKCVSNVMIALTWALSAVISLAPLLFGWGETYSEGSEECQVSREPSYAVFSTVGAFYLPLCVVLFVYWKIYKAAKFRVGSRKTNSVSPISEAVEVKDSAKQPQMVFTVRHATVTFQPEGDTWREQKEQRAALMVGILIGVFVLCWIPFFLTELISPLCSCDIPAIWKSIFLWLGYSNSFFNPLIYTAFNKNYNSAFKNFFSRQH
HTR5A inv ag: HTR5A inverse agonism, opioid heterodimer counter-screen. AID 504634. HTR5A cell line, luminescence. 340,000 tested, 0.083% active. P47898. inhibition, % at 9.3 µM; in the data active = inhibition mostly above about 23%, no sharp cut-off; inactive = mostly below about 18%;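 note: 0% = cells with DMSO and 100% = no-cell wells with DMSO; some compounds called inactive have numbers as strong as hits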
PfHsp90 set2: growth inhibition of yeast expressing Plasmodium Hsp90; S. cerevisiae expressing PfHsp90, BacTiter-Glo ATP, 48 h; yeast lacking PDR1 and PDR3 efflux regulators; inhibition, % at 9.4 µM; 310,000 tested, 0.32% active; AID 504621;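 active = every replicate shows inhibition above about 80%, whatever the replicate mean, limit read from the data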;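 note: 0% = DMSO neutral controls and 100% = 20 µM radicicol positive controls; yeast relying on Plasmodium falciparum Hsp90 in place of its own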
Mot1-301 SUMO: SUMOylation pathway inhibition by Mot1-301 growth rescue; S. cerevisiae Mot1-301 growth rescue, ATP luminescence, 38.5C; percent above DMSO median, 100 means doubled; growth rescue, % at 18.8 µM; 320,000 tested, 1% active;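 active = every valid replicate shows activation above 250% relative to neutral control wells; inactive = the rest, any valid replicate at or below 250%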;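 note: OY570 slx delta 5 strain wells were the positive control but not used for scaling; some compounds called inactive have numbers as strong as hits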
MOR-DOR ag: agonists of human mu-delta opioid receptor heterodimerization. 340,000 tested, 0.3% active. AID 504326. cells, OPRM1-OPRD1 heterodimerization, luminescence. activation, % at 9.3 µM; in the data active = activation above about 18%;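 note: 0% = vehicle-treated cells and 100% = reference agonist; values of inactives mirror those of a sister screen read the other way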
Numbers without * were called inactive; . = no result given; + = active, no number.

1	CCN1CCN(CC(=O)Nc2ccc3c(c2)OCCO3)C(=O)C1=O
2	CC(C)[C@H](NS(=O)(=O)c1ccccc1)C(=O)OCC(=O)N1N=C(c2ccc(Cl)cc2)CC1c1ccco1 (stereo partly specified)
3	Cc1ccc([C@@H]2CC=C(C(=O)O)[C@H](c3ccccc3F)N2S(=O)(=O)c2ccc(C)cc2)cc1
4	COc1cccc(NC(=O)CN(C)C(=O)c2ccc(NC(=O)CC3SC(N4CCCCC4)=NC3=O)cc2)c1 (stereo unspecified)
5	Cn1ncc2c(Nc3ccccc3Cl)nc(Nc3ccccc3Cl)nc21
6	CSc1cccc(NC(=O)CCCn2c(=O)c3cccn3c3cccnc32)c1
7	O=C(Nc1ccccc1)Nc1cccc(Cl)c1
8	CC(OC(=O)Cn1cnc2c1c(=O)n(C)c(=O)n2C)C(=O)Nc1ccc(Cl)cc1 (stereo unspecified)
9	CCSc1nc2c(c(=O)n1Cc1ccccc1)SC(C)C2 (stereo unspecified)
10	S=C(NCc1cccs1)Nc1ccc(Br)cc1Cl
assay / compound,1,2,3,4,5,6,7,8,9,10
PKA-R1A act,-2,0,-13,3,-12,-8,-17,-7,-1,13
AddAB inh,-2.3,2.2,-0.3,0.9,-1.4,3.9,5.0,1.9,1.5,3.6
MOR-DOR inv ag,0,3,4,6,-25,9,-31,7,-4,-38
E coli growth,-1.6,-1.5,-0.8,0.6,-0.3,-2.9,4.6,1.1,0.7,2.8
phage Ecoli inh,-1.3,1.2,1.5,2.0,1.0,-0.9,9.7,0.7,0.8,5.0
Pemphigus Ab inh,104,.,108,105,96,96,101,97,111,100
HTR5A ag ctr,11,-3,-3,-4,4,0,4,-10,-7,0
HTR5A inv ag,-34,16,-22,12,-14,6,0,24,4,-1
PfHsp90 set2,0,-11,-4,-12,-10,2,-1,19,-6,6
Mot1-301 SUMO,5,-10,-11,-12,8,-11,956,141,4,6
MOR-DOR ag,0.0,-0.7,-0.7,-1.0,4.8,-1.7,5.5,-1.3,0.7,7.4

Eight entries already listed, sorted by length of the SMILES, ascending:
7	O=C(Nc1ccccc1)Nc1cccc(Cl)c1
9	CCSc1nc2c(c(=O)n1Cc1ccccc1)SC(C)C2 (stereo unspecified)
5	Cn1ncc2c(Nc3ccccc3Cl)nc(Nc3ccccc3Cl)nc21
6	CSc1cccc(NC(=O)CCCn2c(=O)c3cccn3c3cccnc32)c1
8	CC(OC(=O)Cn1cnc2c1c(=O)n(C)c(=O)n2C)C(=O)Nc1ccc(Cl)cc1 (stereo unspecified)
4	COc1cccc(NC(=O)CN(C)C(=O)c2ccc(NC(=O)CC3SC(N4CCCCC4)=NC3=O)cc2)c1 (stereo unspecified)
3	Cc1ccc([C@@H]2CC=C(C(=O)O)[C@H](c3ccccc3F)N2S(=O)(=O)c2ccc(C)cc2)cc1
2	CC(C)[C@H](NS(=O)(=O)c1ccccc1)C(=O)OCC(=O)N1N=C(c2ccc(Cl)cc2)CC1c1ccco1 (stereo partly specified)
assay / compound,7,9,5,6,8,4,3,2
PKA-R1A act,-17,-1,-12,-8,-7,3,-13,0
AddAB inh,5.0,1.5,-1.4,3.9,1.9,0.9,-0.3,2.2
MOR-DOR inv ag,-31,-4,-25,9,7,6,4,3
E coli growth,4.6,0.7,-0.3,-2.9,1.1,0.6,-0.8,-1.5
phage Ecoli inh,9.7,0.8,1.0,-0.9,0.7,2.0,1.5,1.2
Pemphigus Ab inh,101,111,96,96,97,105,108,.
HTR5A ag ctr,4,-7,4,0,-10,-4,-3,-3
HTR5A inv ag,0,4,-14,6,24,12,-22,16
PfHsp90 set2,-1,-6,-10,2,19,-12,-4,-11
Mot1-301 SUMO,956,4,8,-11,141,-12,-11,-10
MOR-DOR ag,5.5,0.7,4.8,-1.7,-1.3,-1.0,-0.7,-0.7

Other results follow:
11	O=C(OCc1ccc([N+](=O)[O-])cc1)c1cc(S(=O)(=O)N2CCCCC2)ccc1N1CCOCC1
12	CCCC(=O)N1c2ccccc2NC2=C(C(=O)CCC2)C1c1ccc(F)cc1 (stereo unspecified)
13	CCn1cc([N+](=O)[O-])c(C(=O)Nc2ccn(C34CC5CC(CC(C5)C3)C4)n2)n1
14	Cc1cc2nc(N=C(N)N)nc(C)c2cc1C
15	CCN(CC)Cc1c(C(=O)N/N=C/c2cccnc2)nnn1-c1nonc1N
16	CCN(CC)C(=O)Cn1cc(C(=O)C(=O)NCCCN2CCOCC2)c2ccccc21
17	Cc1cc(N2CC(C)OC(C)C2)nc(C(C)C)n1 (stereo unspecified)
18	ClC1=C(Cl)C(Cl)=C(Cl)C1=C/C=C/c1ccccc1
19	O=C(c1ccccc1)c1nn(-c2cccc(Cl)c2)ccc1=O
20	C=CC[C@@H](CC(=O)N(CCO)Cc1ccccc1)C(=O)NC[C@H](OC(=O)[C@@H](CC=C)CC(=O)OC(C)(C)C)c1ccccc1
assay / compound,11,12,13,14,15,16,17,18,19,20
PKA-R1A act,-3,4,10,-8,-7,-2,-7,-9,.,7
AddAB inh,-0.9,-1.5,-0.2,.,4.7,-2.3,4.6,-1.0,3.4,2.2
MOR-DOR inv ag,0,2,-1,11,-1,10,6,19,.,-15
E coli growth,-1.6,-0.9,-1.5,.,-0.1,1.3,-0.6,-1.5,-0.5,-2.9
phage Ecoli inh,2.9,0.7,1.9,6.2,0.2,-0.6,2.6,1.5,2.3,0.1
Pemphigus Ab inh,104,87,125,86,98,105,.,87,93,96
HTR5A ag ctr,-4,1,4,1,2,-5,0,0,.,-3
HTR5A inv ag,11,-12,-8,12,-5,12,1,1,.,-11
PfHsp90 set2,.,5,5,.,9,-14,-11,4,18,15
Mot1-301 SUMO,11,-2,4,.,140,-5,8,-20,-12,-1
MOR-DOR ag,0.0,-0.4,0.2,-1.7,0.2,-2.4,-1.4,-3.7,.,2.7

21	Cc1ccc(C)c(OCC(=O)NNC(=O)CCN2CCN(c3ccccc3)CC2)c1
22	COc1ccc(-n2c(-c3ccc(C)cc3)n[nH]c2=S)cc1
23	CC(=O)c1c(C)[nH]c(C(=O)OCC(=O)Nc2c(C)cccc2C)c1C
24	COC(=O)c1ccc(NC(=O)c2cc3sccc3n2C)cc1
25	CCC1(c2ccccc2)NC(=O)N(CC(=O)Nc2ccccc2C(=O)NC2CCCC2)C1=O (stereo unspecified)
26	O=C1CCN(CCc2ccccc2)CCN1[C@H](CSc1ccc(Br)cc1)c1ccccc1
27	Fc1ccccc1NC(=S)NCc1ccccc1
28	N#Cc1nc(-c2ccc(Cl)cc2)oc1NCc1cccc2c1OCO2
29	Cc1cccc(Oc2cc(NC(=O)c3ccccc3)cc([N+](=O)[O-])c2)c1
30	CCOC(=O)c1c(NC(=O)CSc2nnc3ccccn23)sc2c1CCC2
assay / compound,21,22,23,24,25,26,27,28,29,30
PKA-R1A act,-8,6,-11,-9,1,5,0,1,-18,1
AddAB inh,2.1,2.7,2.2,0.8,0.5,1.6,2.2,-0.8,-0.4,1.1
MOR-DOR inv ag,15,2,5,-15,13,-8,-4,-4,-23,18
E coli growth,2.3,2.5,1.2,-1.6,0.5,0.2,-2.2,-1.1,1.4,-1.1
phage Ecoli inh,0.6,0.8,0.5,1.5,0.5,1.0,3.5,0.1,1.4,5.2
Pemphigus Ab inh,95,101,104,.,96,102,116,98,.,140
HTR5A ag ctr,4,3,18*,-1,1,2,-3,-3,4,2
HTR5A inv ag,-9,26,-45,-17,2,-4,-1,-5,-18,10
PfHsp90 set2,.,0,-2,20,8,.,-3,8,18,9
Mot1-301 SUMO,0,-1,2,-38,-12,7,12,6,-4,4
MOR-DOR ag,-3.5,-0.4,-1.1,2.4,-2.4,1.4,0.8,0.8,4.2,-2.8

31	O=C(NCCN1C(=O)S/C(=C\c2ccc(Cl)c(Cl)c2)C1=O)C1COc2ccccc2O1 (stereo unspecified)
32	Cc1ccc2nc(SCc3ccccc3)c(C=O)c(=O)n2c1
33	CCN1N=C(C)C=C(c2ccccc2)n2c1nc1ccccc12
34	CCNCCNC(=O)c1c(O)c2c([nH]c1=O)CCCC2
35	CN(C)CCCn1c(=O)n(Cc2ccccc2)c(=O)c2c3c(sc21)CCCCC3
36	Cc1ccc(OCC(O)CN2C(=O)NC(C)(C)C2=O)cc1C (stereo unspecified)
37	COc1ccc(CNC(=O)CN(C(=O)Cn2nnc(-c3ccccc3F)n2)c2ccc(C)cc2)cc1
38	COc1cccc(CNC(=O)Cn2c(=O)oc3cc(S(=O)(=O)N4CCCCC4)ccc32)c1
39	CCCCn1c(N)c(N(CCOC)C(=O)CC(NC(=O)c2ccccc2)c2ccccc2)c(=O)[nH]c1=O (stereo unspecified)
40	Cc1cc(C(=O)N2CCN(Cc3ccc4c(c3)OCO4)CC2)on1
assay / compound,31,32,33,34,35,36,37,38,39,40
PKA-R1A act,-2,-6,-1,-8,0,3,-2,8,-8,-3
AddAB inh,-4.3,3.4,-1.3,3.5,-1.7,0.2,2.1,-0.8,-4.4,0.6
MOR-DOR inv ag,0,6,14,15,4,4,6,12,12,19
E coli growth,-1.2,2.3,1.2,1.7,-0.4,-2.3,-0.6,-0.4,-3.1,-1.3
phage Ecoli inh,0.9,2.3,3.4,3.3,0.8,2.7,2.3,-0.8,3.6,2.1
Pemphigus Ab inh,98,53*,106,84,92,.,96,107,96,103
HTR5A ag ctr,6,0,2,0,1,-1,-6,0,-7,0
HTR5A inv ag,-15,-1,-7,-6,-2,3,15,1,0,-1
PfHsp90 set2,-9,-31,-15,12,-9,-9,10,-18,.,24
Mot1-301 SUMO,0,380,-21,+,9,204,9,4,122,0
MOR-DOR ag,0.0,-1.1,-2.8,-2.7,-1.0,-0.8,-1.2,-2.5,-2.3,-3.7

41	CNC(=O)NC(=O)CSc1ccc(S(=O)(=O)N(C)C2CCCCC2)cn1
42	CCc1n[nH]c(=O)c2cc3cc(OC)ccc3n12
43	CC(Oc1cccc(Cl)c1)C(=O)Nc1ccc(S(=O)(=O)Nc2ncccn2)cc1 (stereo unspecified)
44	COC(=O)c1cc(OC)c(OC)cc1NCC(=O)Nc1ccc(C)cc1
45	O=C(NCCC1=CCCCC1)c1c(O)nc2sccn2c1=O
46	CCNC(=O)COc1cc(C)c(Cl)c(C)c1
47	O=C(COC(=O)c1ccco1)NC(c1ccccc1)c1ccccc1
48	COc1ccccc1N1CCN(C/C(C)=C/c2ccccc2)CC1
assay / compound,41,42,43,44,45,46,47,48
PKA-R1A act,-2,-3,3,0,-5,-2,0,-1
AddAB inh,.,-0.5,2.1,0.8,0.2,-0.6,2.7,1.4
MOR-DOR inv ag,-3,12,0,9,-28,11,9,-28
E coli growth,.,-0.5,-0.7,0.0,0.4,-0.4,0.6,0.6
phage Ecoli inh,0.2,1.1,2.5,3.1,3.8,2.5,1.9,2.3
Pemphigus Ab inh,101,101,111,111,.,.,104,107
HTR5A ag ctr,-6,1,-2,3,3,10,1,3
HTR5A inv ag,18,-2,6,1,-1,-5,-29,32
PfHsp90 set2,.,16,-48,14,.,12,11,-24
Mot1-301 SUMO,.,13,173,-17,0,-23,.,7
MOR-DOR ag,0.4,-2.5,-0.1,-1.7,4.4,-1.8,-1.7,5.0

The order is random, and some 3.2% of all compounds hit somewhere here.
